Assay outcomes deposited in PubChem by several laboratories.
zVAD death inh – blocks zVAD induced death of L929 cells; L929 zVAD necroptosis rescue, ATP luminescence, 24 h; with zVAD 60 µM; viability rescue, % at 10 µM; 0.38% of 220,000 active; AID 1377;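 active = activation, scaled between plate controls, above about 75%, limit read from the data; inactive = activation under that limit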;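 also: 0% = zVAD with DMSO and 100% = DMSO alone without zVAD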
p47phox inh – blocks human p47phox regulatory protein of NADPH oxidases | 0.53% of 220,000 active | P14598 | AID 1274 | p47phox/p22phox peptide binding, fluorescence polarization, 2 h | inhibition, % at 24.7 µM;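 active = inhibition above about 30%, limit read from the data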;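 also: 0% = p47phox with labelled peptide and 100% = labelled peptide alone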
Runt-SMMHC FRET – blocks binding of human RUNX1 Runt domain to CBFb-SMMHC; Q01196+Q13951; Cerulean-Runt/Venus-CBFb-SMMHC FRET ratio 530/480, 1 h; inhibition, % at 20 µM; 0.74% of 220,000 active;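 active = mean inhibition across duplicate retests at 20 µM reaching about 50%, limit read from the data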;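 also: 0% = DMSO wells and 100% = wells with excess untagged CBFb-SMMHC; inhibitors lower the FRET ratio by blocking Runt binding to CBFb-SMMHC; some results filed as inactive read as strong as hits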
14-3-3 Bad inh – disrupts binding of bovine 14-3-3 zeta to phospho-Bad peptide; TR-FRET 14-3-3zeta/Dy647-pBad peptide displacement, 1 h; 0.71% of 220,000 active; P63103; AID 781; inhibition, % at 21.7 µM;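 active = inhibition above about 70%, limit read from the data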;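 also: 0% = full 14-3-3 plus peptide FRET controls and 100% = background without 14-3-3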
MDM2 E3 inh – Mdm2 E3 ligase (human) inhibition; Q00987; cell-based MDM2 ubiquitination luciferase reporter, 2 h; 0 = plate control, 100 = twice control, blank-subtracted; signal enhancement, % at 5 µM; 0.11% of 210,000 active; AID 1230;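 active = signal enhancement of 30% or more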;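 also: luminescence tracks abundance of the self-degrading MDM2-luciferase fusion protein; higher signal means inhibition of MDM2 E3 ligase activity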
Target sequence (Q00987 whole entry, looked up, the tested form may be a part): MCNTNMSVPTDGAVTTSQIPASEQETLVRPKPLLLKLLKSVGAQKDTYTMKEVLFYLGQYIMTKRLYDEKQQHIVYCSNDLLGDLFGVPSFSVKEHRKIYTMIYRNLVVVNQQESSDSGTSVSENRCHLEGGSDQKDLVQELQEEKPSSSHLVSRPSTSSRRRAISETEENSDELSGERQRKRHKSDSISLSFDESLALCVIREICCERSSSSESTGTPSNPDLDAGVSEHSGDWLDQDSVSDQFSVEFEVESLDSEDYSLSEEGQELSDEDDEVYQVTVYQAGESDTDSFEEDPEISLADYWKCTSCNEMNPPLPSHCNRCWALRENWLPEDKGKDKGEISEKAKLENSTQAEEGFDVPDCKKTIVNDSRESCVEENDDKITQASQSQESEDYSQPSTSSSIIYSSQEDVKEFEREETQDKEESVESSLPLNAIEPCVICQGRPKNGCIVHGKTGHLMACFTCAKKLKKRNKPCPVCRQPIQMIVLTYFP
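Test system: stable mammalian line carrying autodegrading MDM2–luciferase fusion reporter; quantity: 2000 cells in each well; times: 4 h cell settling then 2 h compound exposure, 37 °C; detection: luminescence with SteadyLite reagent, 15 min at room temperature; evaluation: percent signal gain over controls, blank-subtracted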
Hck Nef HTS – inhibitors of human Hck kinase activated by Nef. P08631. Recombinant Hck-YEEI plus Nef, Z-Lyte FRET kinase assay. inhibition, % at 20 µM. 0.68% of 220,000 active. AID 463187;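 active = Hck-Nef kinase inhibition above about 50%, limit read from the data; inactive = inhibition below that limit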;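 also: 0% = DMSO with Hck plus Nef and 100% = Hck alone without Nef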
Target sequence (P08631 whole entry, looked up): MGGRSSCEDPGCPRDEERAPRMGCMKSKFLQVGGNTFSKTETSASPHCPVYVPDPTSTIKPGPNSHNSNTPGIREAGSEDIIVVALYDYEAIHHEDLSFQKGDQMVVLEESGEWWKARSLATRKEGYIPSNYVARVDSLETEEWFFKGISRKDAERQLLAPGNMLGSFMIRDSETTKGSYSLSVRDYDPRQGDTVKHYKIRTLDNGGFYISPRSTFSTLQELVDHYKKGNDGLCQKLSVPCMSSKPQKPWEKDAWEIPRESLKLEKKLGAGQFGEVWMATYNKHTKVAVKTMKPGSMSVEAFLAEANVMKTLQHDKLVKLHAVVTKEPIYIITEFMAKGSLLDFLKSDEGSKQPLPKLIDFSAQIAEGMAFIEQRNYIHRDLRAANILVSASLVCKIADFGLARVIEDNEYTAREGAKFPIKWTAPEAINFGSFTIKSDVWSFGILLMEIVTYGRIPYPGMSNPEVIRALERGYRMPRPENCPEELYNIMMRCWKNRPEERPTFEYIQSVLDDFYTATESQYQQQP
EBV gp42 block – inhibitors of Epstein-Barr virus glycoprotein 42. Q1HVG2. inhibition, % (tested at 21.74 µM). Fluorescence polarization binding assay, mP read-out. AID 1085. 0.42% of 220,000 active; in the data active = inhibition above about 50%
TbHK1 inh – T. brucei hexokinase 1 inhibition; 0.11% of 220,000 active; recombinant TbHK1, G6PDH-coupled NADH A340; AID 1430; inhibition, % at 10 µM;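 active = inhibition of 50% or more in the single-dose primary screen; inactive = inhibition below 50%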
Runt-CBFb FRET – inhibitors of human RUNX1 Runt domain binding to CBFb; AID 1496; inhibition, % at 20 µM; Cerulean-Runt/Venus-CBFb FRET ratio 530/480, 1 h; 0.46% of 220,000 active;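 active = inhibition over about 50% at 20 µM in the single-dose screen, limit read from the data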;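 also: 0% = DMSO wells and 100% = excess unlabeled CBFb competitor control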
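Buffer or medium: Tris pH 7.5 buffer with BSA. Assay system: Cerulean-labeled Runt domain protein. Amount: each fluorescent fusion protein 100 nM. Read-out basis: loss of energy transfer signal. Incubation: 1 h compound exposure, room temperature. Probe or stimulus: Venus-CBFb binding partner, 100 nM. Detection: FRET, excitation 422 nm, emission at 530 and 480 nm.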
The depositor's hits bear a star; · = not tested or not shown; [ ] = dose if it differs, or a comment.

| item | Compound | zVAD death inh | p47phox inh | Runt-SMMHC FRET | 14-3-3 Bad inh | MDM2 E3 inh | Hck Nef HTS | EBV gp42 block | TbHK1 inh | Runt-CBFb FRET |
| --- | --- | --- | --- | --- | --- | --- | --- | --- | --- | --- |
| 1 | Cc1ccc(S(=O)(=O)N(Cc2ccccc2)c2ccccc2C(=O)NCc2ccco2)cc1 | 0.6 | -1 | 0 | -3 | 1 | 2 | 5 | 1 | 2 |
| 2 | CCCCC(O)(CCCC)C(=O)NNc1ccccc1 | · | -2 | -3 | 3[fluorescence artefact?] | -8 | -1 | 4 | 0 | -3 |
| 3 | O=C1Nc2ccccc2/C1=C/c1cccnc1 | 4.2 | -2 | -4 | -10 | -8 | 35 | -7 | -16 | 0 |
| 4 | CCOC(=O)C1CCN(c2c(NCCN3CCN(c4ccccc4)CC3)c(=O)c2=O)CC1 | 0.4 | -9 | 2 | 3 | -2 | 21 | -6 | 0 | 0 |
| 5 | O=C(COC(=O)/C=C/c1ccccc1Cl)NCCc1ccc(Cl)cc1Cl | 2.0 | -8 | 0 | 3[fluorescence artefact?] | -5 | 2 | -24 | 2 | -2 |
| 6 | CCOC(=O)C(=NC(C)CC)NNc1cccc(C(F)(F)F)c1 (configuration not stated) | 0.2 | 5 | -16 | -6 | -13 | 2 | 11 | -3 | -10 |
| 7 | CCC(=O)Nc1cccc(NC(=O)CSc2nnc(-c3ccc(NS(C)(=O)=O)cc3)n2C)c1 | -0.3 | -16 | -1 | · | -2 | 0 | -27 | 44 | -3 |
| 8 | COC(=O)[C@@H]1C[C@@]2(O)[C@H](O)[C@H](O)[C@H](O)C[C@H]2N1CC(c1ccccc1)c1ccccc1 | 0.1 | -9 | -2 | -2 | -5 | 23 | -24 | -6 | 2 |
| 9 | CC1(C)CC(=O)C(Br)=C(O)C1 | 3.1 | -2 | -1 | -1 | -16 | 5 | 0 | 4 | -2 |
| 10 | CCCCNC(=O)c1ccc2c(c1)N(CC)C(=O)c1ccccc1S2(=O)=O | 1.5 | -9 | 0 | 11 | -14 | 0 | -13 | 5 | -2 |
| 11 | CCOc1ccc(C(=O)Nc2ccc(Cl)cn2)cc1Cl | 0.0 | -43 | -5 | 3 | -11 | 4 | -24 | 0 | -1 |
| 12 | OC(c1cccs1)(c1cccs1)C1C[N+]2(CF)CCC1CC2 (configuration not stated) | -0.3 | 1 | 1 | -26 | -4 | 0 | -18 | 0 | 0 |
| 13 | COc1ccc(CC(=O)N2CCOCC2)cc1OC | -0.1 | -11 | 7 | -3[fluorescence artefact?] | -9 | 0 | 3 | 2 | 1 |
| 14 | C(=C\c1ccccc1)/CSc1nnc(-c2cccnc2)n1Cc1ccco1 | 0.1 | -10 | 6 | -8 | -17 | 1 | -11 | 3 | 20 |
| 15 | O=C(CSc1ccccc1)Nc1ccc(N2CCOCC2)cc1 | 0.1 | -3 | -2 | -12 | -11 | -2 | -14 | -2 | 1 |
| 16 | C=CCn1c(N)cc(=O)nc1SCC(=O)Nc1cccc2ccccc12 | -0.1 | -5 | 0 | 1 | -3 | 1 | -15 | -3 | · |
| 17 | CN1CCN(C(=O)C2=C[C@@H](C3CC3)C[C@@H](OCc3ccc(CO)cc3)O2)CC1 | -1.1 | -2 | -2 | 3 | · | -2 | -10 | -8 | 0 |
| 18 | O=C(Nc1ccc(NC(=O)c2ccncc2)cc1)c1ccncc1 | 0.8 | 3 | 2 | 1 | -14 | 8 | -8 | -12 | 3 |
| 19 | COc1ccc(CCN2C(=NC(=O)CC(C)C)SC3CS(=O)(=O)CC32)cc1 (configuration not stated) | 0.4 | -1 | -1 | -2 | -17 | -23 | -14 | 2 | -2 |
| 20 | CCN=c1scc(-c2ccc(F)cc2)n1/N=C/c1ccccn1 | -0.8 | -8 | -8 | -8 | -17 | 9 | -12 | -6 | 8 |
| 21 | CCNCCNC(=O)c1c(O)c2ccccc2n(CC)c1=O | 0.9 | -15 | 2 | 3[fluorescence artefact?] | 0 | 0 | -22 | -6 | 0 |
| 22 | O=S(=O)(c1ccc(OCC(O)CN2CCN(c3ccccc3O)CC2)cc1)N1CCOCC1 (configuration not stated) | -0.4 | -2 | 2 | 0 | -15 | 2 | -14 | 4 | 0 |
| 23 | Cc1ccsc1C(=O)NNC(=O)C1CC=CCC1C(=O)O (configuration not stated) | 0.7 | -6 | -4 | 17 | 4 | -3 | -12 | -1 | -2 |
| 24 | CC(NC(=O)c1ccco1)c1cccc2ccccc12 (configuration not stated) | 0.1 | -5 | 9 | -8[fluorescence artefact?] | -9 | -1 | -13 | -7 | 0 |
| 25 | CC(=O)Nc1ccc(S(=O)(=O)Nc2cc([N+](=O)[O-])ccc2C)cc1 | 4.4 | -10 | -1 | -12 | -4 | 24 | 2 | -3 | -2 |
| 26 | CC(C)Cc1nc(N2CCCCC2)c(C#N)c2c1CCC2 | -0.1 | -2 | 4 | -11 | -5 | -1 | -1 | 0 | -2 |
| 27 | CCN(C(=O)CSc1ncccc1C(=O)OC(C)C)c1cccc(C)c1 | 0.6 | -13 | -3 | 26 | -21 | 3 | -20 | -6 | 1 |
| 28 | CN1COc2ccc3ccccc3c2C1 | -0.5 | -3 | 2 | -10 | -14 | 3 | -3 | 0 | 3 |
| 29 | CN(C)CCCN(C(=O)CCc1ccccc1)c1nc2ccc(Cl)cc2s1 | 6.6 | -7 | 6 | 4 | -15 | 2 | -13 | 0 | 0 |
| 30 | CCOC(=O)c1cc(-c2ccccc2)n(CC(=O)Nc2cc(OC)cc(OC)c2)c1C | 0.1 | -6 | -3 | -13 | -9 | -3 | 5 | 18 | -4 |
| 31 | O=C(COC(=O)c1ccc(Cl)nc1)Nc1cc(S(=O)(=O)N2CCCCC2)ccc1Cl | 0.1 | -36 | 0 | -8 | -5 | 16 | 10 | -2 | -1 |
| 32 | CC(=O)Nc1ccc(C(=O)OCCC(C)C)cc1 | 0.9 | -7 | -8 | -7 | -14 | 0 | 6 | 6 | -1 |
| 33 | COC(=O)CNC(=O)C(Cc1ccccc1)NS(=O)(=O)c1ccc2c(c1)c(=O)n(C)c(=O)n2C (configuration not stated) | 9.2 | -2 | 3 | -13 | 2 | 23 | -8 | -2 | 1 |
| 34 | Cc1c(Br)c(C(=O)NNC(=O)c2ccc(C(C)(C)C)cc2)nn1C | 0.9 | -15 | 0 | 2 | -15 | 17 | -7 | 0 | -1 |
| 35 | COc1ccc2c(c1)[nH]c1c(N3CCSCC3)ncnc12 | 3.2 | 2 | -8 | 2 | -2 | 14 | 6 | -28 | 0 |
| 36 | Oc1ccccc1-c1cc(-c2ccccc2)no1 | 1.1 | -15 | -6 | -16 | -42 | -1 | -7 | -5 | 1 |
| 37 | CCOC(=O)C1=C(C)NC(C)=C(C(=O)OCC)C1C(=O)OCC(N)=O | 2.4 | 3 | 2 | -8 | -7 | 18 | -6 | -11 | 0 |
| 38 | O=S(=O)(c1ccccc1)c1nc(-c2ccccc2)oc1N1CCCC1 | 0.9 | 5 | -5 | -8 | -1 | -4 | 8 | -10 | -2 |
| 39 | CCOC(=O)c1c(C)nc2c3ccccc3ccn12 | -0.6 | 1 | -3 | 5 | -21 | -9 | -27 | 2 | -1 |
| 40 | O=C(COC(=O)C1CCN(S(=O)(=O)c2cccs2)CC1)Nc1ccccc1 | 2.4 | -9 | -2 | -13 | -15 | 21 | -15 | 2 | -2 |
| 41 | COc1ccc(C2=CC(=O)OC3(CCCCC3)O2)cc1 | 0.0 | 13 | 0 | -9[fluorescence artefact?] | 3 | 8 | -6 | -13 | 10 |
| 42 | O=C(O)C12CC3CC(C1)CC(n1ncc(N4CCN(c5ccccc5)CC4)c(Cl)c1=O)(C3)C2 | -0.4 | -15 | 1 | 10 | -13 | 1 | -9 | -25 | 1 |
| 43 | O=C(/C=C/c1cccc(Cl)c1)NCc1ccncc1 | -0.1 | -9 | -5 | 9 | -90 | 0 | 1 | -2 | -5 |
| 44 | C=CCN1C2CCCC1CC(NC(=O)Nc1cccc(C(C)=O)c1)C2 (configuration not stated) | 0.4 | -6 | -2 | -3 | -18 | 1 | -20 | 2 | 0 |

Some of the entries so far, as labelled records.
34) Cc1c(Br)c(C(=O)NNC(=O)c2ccc(C(C)(C)C)cc2)nn1C
  zVAD death inh = 0.9 | p47phox inh = -15 | Runt-SMMHC FRET = 0 | 14-3-3 Bad inh = 2 | MDM2 E3 inh = -15 | Hck Nef HTS = 17 | EBV gp42 block = -7 | TbHK1 inh = 0 | Runt-CBFb FRET = -1
35) COc1ccc2c(c1)[nH]c1c(N3CCSCC3)ncnc12
  zVAD death inh = 3.2 | p47phox inh = 2 | Runt-SMMHC FRET = -8 | 14-3-3 Bad inh = 2 | MDM2 E3 inh = -2 | Hck Nef HTS = 14 | EBV gp42 block = 6 | TbHK1 inh = -28 | Runt-CBFb FRET = 0

Compounds 13–15, reprinted for reference:
| item | Compound | zVAD death inh | p47phox inh | Runt-SMMHC FRET | 14-3-3 Bad inh | MDM2 E3 inh | Hck Nef HTS | EBV gp42 block | TbHK1 inh | Runt-CBFb FRET |
| --- | --- | --- | --- | --- | --- | --- | --- | --- | --- | --- |
| 13 | COc1ccc(CC(=O)N2CCOCC2)cc1OC | -0.1 | -11 | 7 | -3[fluorescence artefact?] | -9 | 0 | 3 | 2 | 1 |
| 14 | C(=C\c1ccccc1)/CSc1nnc(-c2cccnc2)n1Cc1ccco1 | 0.1 | -10 | 6 | -8 | -17 | 1 | -11 | 3 | 20 |
| 15 | O=C(CSc1ccccc1)Nc1ccc(N2CCOCC2)cc1 | 0.1 | -3 | -2 | -12 | -11 | -2 | -14 | -2 | 1 |

2 entries from above in another layout.
Below each compound – zVAD death inh	p47phox inh	Runt-SMMHC FRET	14-3-3 Bad inh	MDM2 E3 inh	Hck Nef HTS	EBV gp42 block	TbHK1 inh	Runt-CBFb FRET
[31] O=C(COC(=O)c1ccc(Cl)nc1)Nc1cc(S(=O)(=O)N2CCCCC2)ccc1Cl
 : 0.1	-36	0	-8	-5	16	10	-2	-1
[32] CC(=O)Nc1ccc(C(=O)OCCC(C)C)cc1
 : 0.9	-7	-8	-7	-14	0	6	6	-1
